# High-throughput results as filed in PubChem.
# OX1R antag-1: antagonists of human orexin 1 receptor (OX1R). OX1R-expressing cells, FRET antagonist read-out. inhibition, % at 6.6 µM. 1.8% of 330,000 active. AID 485270, 2010; in the data active = inhibition mostly above about 38%, no sharp cut-off; inactive = mostly below about 40%;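 note: 0% = agonist challenge alone and 100% = reference antagonist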
# Target sequence (O43613 whole entry, looked up): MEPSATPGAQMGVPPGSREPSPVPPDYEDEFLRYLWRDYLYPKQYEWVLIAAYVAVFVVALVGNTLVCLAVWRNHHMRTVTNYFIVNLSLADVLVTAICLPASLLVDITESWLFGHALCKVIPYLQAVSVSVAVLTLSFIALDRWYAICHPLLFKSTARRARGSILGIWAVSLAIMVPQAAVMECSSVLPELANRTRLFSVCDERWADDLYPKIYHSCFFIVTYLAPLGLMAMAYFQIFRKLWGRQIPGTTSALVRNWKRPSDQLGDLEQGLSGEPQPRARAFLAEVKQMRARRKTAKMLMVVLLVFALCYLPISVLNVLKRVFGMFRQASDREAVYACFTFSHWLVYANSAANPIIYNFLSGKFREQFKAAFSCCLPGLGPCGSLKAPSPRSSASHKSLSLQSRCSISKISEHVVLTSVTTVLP
# OX1R antag-2: OX1R (HCRTR1) antagonists, primary screen, fluorescence, CHO/OX1R cells, Fluo-8 calcium, orexin A; 0.43% of 330,000 active; inhibition, % at 5 µM; Orexin/Hypocretin receptor type 1 (Homo sapiens), O43613; AID 434989, 2010; Fluo-8 calcium fluorescence;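 active = inhibition above its plate's threshold, mean inhibition of all tested compounds on the plate plus 3 SD, cut at about 37% in these data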;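 note: 0% = orexin A challenge wells and 100% = SB-334867-A antagonist wells; not every result past the cut was called active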
# CHT PAM: CHT positive allosteric modulators, primary screen, cell-based, membrane potential dye, choline EC20. High affinity choline transporter 1 (Homo sapiens), Q9GZV3. CHT-expressing cells; active compounds read high; LV-AA mutant CHT in HEK293 cells. B-score at 10 µM. 0.49% of 310,000 active;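 active = initial fluorescence not abnormally high and integrated response B-score, plate-corrected, over 3 SD above library mean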
# Target sequence (Q9GZV3 whole entry, looked up): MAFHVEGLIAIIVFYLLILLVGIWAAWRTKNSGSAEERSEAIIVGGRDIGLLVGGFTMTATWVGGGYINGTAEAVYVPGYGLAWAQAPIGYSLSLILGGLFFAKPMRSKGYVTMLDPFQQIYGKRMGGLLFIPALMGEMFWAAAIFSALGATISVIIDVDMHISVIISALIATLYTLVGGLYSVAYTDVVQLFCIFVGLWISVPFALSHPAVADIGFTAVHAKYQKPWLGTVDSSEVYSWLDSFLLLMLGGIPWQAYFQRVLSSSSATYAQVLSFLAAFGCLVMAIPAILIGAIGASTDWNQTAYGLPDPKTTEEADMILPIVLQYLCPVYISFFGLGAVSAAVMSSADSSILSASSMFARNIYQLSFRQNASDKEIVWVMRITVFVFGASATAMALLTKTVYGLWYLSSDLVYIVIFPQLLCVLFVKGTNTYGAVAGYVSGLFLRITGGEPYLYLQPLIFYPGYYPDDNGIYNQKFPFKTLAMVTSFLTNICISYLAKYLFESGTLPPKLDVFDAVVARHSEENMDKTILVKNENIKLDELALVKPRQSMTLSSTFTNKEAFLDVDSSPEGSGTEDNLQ
# Active calls of the source: *; i = inactive; . = not tested or not shown.
# Each structure is followed by: OX1R antag-1	OX1R antag-2	CHT PAM
O=C(NC[C@@H]1CCCO1)c1cccc2c1C(=O)c1ccc(N3CCOCC3)cc1S2(=O)=O
→ 31.1	-12.2	.
CN(CC(=O)Nc1ccccc1Br)C(=O)CNC(=O)c1ccc2c(c1)OCO2
→ 20.4	-8.0	i
Cc1ccc(NC(=O)c2cccc(S(=O)(=O)N(C)c3ccccc3)c2)cc1S(=O)(=O)N1CCOCC1
→ 29.1	8.6	i
NS(=O)(=O)c1ccc(Sc2ccc3ccccc3c2)nc1
→ 19.6	-0.6	i
CCn1cc(SCC(=O)N2CCOCC2)c2ccccc21
→ 9.1	-7.5	i
CC(Oc1ccccc1)C(=O)Nc1nnc(S(=O)(=O)N(C)c2ccccc2)s1 (centres undefined)
→ 58.6	-7.4	i
COc1cc(-c2cc(C(=O)O)c3cc4c(cc3n2)OCCO4)cc(OC)c1OC
→ 15.4	-11.4	i
Clc1ccc2c(c1)[C@H]1OCC[C@H]1[C@@H](c1ccco1)N2
→ 15.5	-13.0	i
COc1ccccc1C(=O)NCc1ccco1
→ -1.1	-13.5	i
CCC(=O)NNC(=O)Cc1c(C)n(C(=O)c2ccc(Cl)cc2)c2ccc(OC)cc12
→ 22.2	-5.1	i
COc1ccccc1NC(=O)c1cc(Br)ccc1Cl
→ 29.8	-38.3	i
CCCCN(CCCC)Cc1ccc(C(=O)NNC(=O)Nc2ccc(F)cc2)o1
→ 9.4	-21.7	i
COc1cccc(CNC(=O)c2cc(COc3c(F)cccc3F)on2)c1
→ 7.4	-15.2	i
CC(=O)c1cc(C#N)c(SCc2ccccc2)nc1C
→ 12.3	-15.6	i
COc1ccc(CNS(=O)(=O)c2ccc(-n3cnnn3)c(OC)c2)cc1
→ 16.7	-8.6	i
COc1cccc(CN2CCN(C(=O)c3cccc4ccccc34)CC2)c1OC
→ 0.4	-16.5	i
O=C(COc1ccc(-n2ccnc2)cc1)Nc1cccc(Cl)c1
→ 17.3	-8.4	i
CCOc1ccc(C(=O)NCc2ccco2)cc1
→ -4.1	-8.2	i
CCN1CCN(CC(=O)NC2CCCCC2)C(=O)C1=O
→ 8.0	-13.0	i
CCOC(=O)C1=C(N)n2c(s/c(=C\c3ccco3)c2=O)=C(C(=O)OC(C)C)C1c1ccco1 (centres undefined)
→ 5.0	2.1	i
Cc1cccc(N=Nc2c(C)nn(-c3ccccc3)c2N)c1C
→ 9.1	-56.3	i
O=C(NCc1ccccc1)C1CCC(CNS(=O)(=O)c2cccs2)CC1 (centres undefined)
→ 12.7	-16.1	i
COc1cc(NC(=O)C2CSC3(C)CCC(=O)N23)c(OC)cc1Cl (centres undefined)
→ 21.1	-12.3	i
C[C@H](CO)N1C[C@H](C)[C@@H](CN(C)S(=O)(=O)c2cccs2)Oc2c(NC(=O)CCC(F)(F)F)cccc2C1=O
→ 14.4	4.5	.
Cc1nc2c(=O)n(-c3ccc(F)c(Cl)c3)nc(C)c2s1
→ 7.4	6.0	i
CCC[C@@H](CN1CCC[C@H]1CN1C(N)=NC[C@@H]1Cc1ccccc1)N1C[C@@H](Cc2ccccc2)N(CCCC2CCCC2)C1=N
→ 4.9	-17.9	.
CN1C(=O)C(CC(N)=O)N(NC(=O)c2ccc(Cl)cc2)C1=S (centres undefined)
→ -3.9	3.1	i
Cc1ccc(NS(=O)(=O)c2c(C)[nH]c(C)c2C(=O)N2CCCCC2)cc1F
→ 5.0	-27.8	i
N#CCC(=O)Nc1ccc(C(=O)N2CCN(c3ccccn3)CC2)cc1
→ 15.5	-16.9	i
O=c1cc(-c2ccccc2Cl)oc2c([N+](=O)[O-])c(O)cc(O)c12
→ 41.4	-3.1	i

# Quoted from the entries so far (two entries):
# Each structure is followed by: OX1R antag-1	OX1R antag-2	CHT PAM
O=C(NC[C@@H]1CCCO1)c1cccc2c1C(=O)c1ccc(N3CCOCC3)cc1S2(=O)=O
→ 31.1	-12.2	.
CN(CC(=O)Nc1ccccc1Br)C(=O)CNC(=O)c1ccc2c(c1)OCO2
→ 20.4	-8.0	i

# The main list resumes, repeating the 7 entries before the break.
# Each structure is followed by: OX1R antag-1	OX1R antag-2	CHT PAM
C[C@H](CO)N1C[C@H](C)[C@@H](CN(C)S(=O)(=O)c2cccs2)Oc2c(NC(=O)CCC(F)(F)F)cccc2C1=O
→ 14.4	4.5	.
Cc1nc2c(=O)n(-c3ccc(F)c(Cl)c3)nc(C)c2s1
→ 7.4	6.0	i
CCC[C@@H](CN1CCC[C@H]1CN1C(N)=NC[C@@H]1Cc1ccccc1)N1C[C@@H](Cc2ccccc2)N(CCCC2CCCC2)C1=N
→ 4.9	-17.9	.
CN1C(=O)C(CC(N)=O)N(NC(=O)c2ccc(Cl)cc2)C1=S (centres undefined)
→ -3.9	3.1	i
Cc1ccc(NS(=O)(=O)c2c(C)[nH]c(C)c2C(=O)N2CCCCC2)cc1F
→ 5.0	-27.8	i
N#CCC(=O)Nc1ccc(C(=O)N2CCN(c3ccccn3)CC2)cc1
→ 15.5	-16.9	i
O=c1cc(-c2ccccc2Cl)oc2c([N+](=O)[O-])c(O)cc(O)c12
→ 41.4	-3.1	i
Cc1nc(NC(=O)CN2CCC(O)(c3ccc(F)cc3)CC2)sc1C
→ 6.4	-24.5	i
CNC(=S)N1CCC(n2cnc3ccccc32)CC1
→ 10.7	-26.4	i
O=C(c1cc2ccccc2o1)N1CCN(S(=O)(=O)c2ccc(Cl)s2)CC1
→ 1.5	-1.5	.
CC(=O)c1ccc(N2CCN(CN3C(=O)CC4(CCCC4)C3=O)CC2)c(F)c1
→ -5.8	2.1	i
CCN(CC)C(=O)c1ncn(Cc2ccccc2)c1C(=O)N(CC)CC
→ -0.4	-4.5	.
Cc1nc2c(O)cccc2cc1CO
→ 14.9	-13.5	i
Cc1cc(=O)c(C(=O)Nc2ccc(N3CCOCC3)cc2N2CCOCC2)nn1-c1ccccc1Cl
→ 10.3	-6.2	.
CCCCn1c(N)c(N(CCC(C)C)C(=O)CCCc2nc3ccccc3s2)c(=O)[nH]c1=O
→ 16.1	-23.9	i
O=C(N/N=C1\CC2CC=CC12)c1ccccc1Cl (centres undefined)
→ 10.1	-14.1	i
Cc1ccc(OCC(=O)N2CCc3ccccc3C2)c([N+](=O)[O-])n1
→ 16.4	-29.8	i
Cc1ccc(-c2cc(C(=O)N/N=C/c3c(C)nn(C)c3C)c3ccccc3n2)cc1C
→ 23.3	-30.8	i
Cc1noc(NS(=O)(=O)c2ccc(NC(=O)c3cccc(S(=O)(=O)Nc4ccccc4F)c3)cc2)c1C
→ 12.6	-4.3	.
COC(=O)c1ccc(/C=C/C(=O)OCC(=O)NCc2cccs2)cc1
→ 5.8	-19.5	.
Cc1cccc(Oc2ncnc3onc(C)c23)c1C
→ 29.2	-13.9	i
CNc1nc(SCc2ccccc2Cl)nc2c1CCCC2
→ 46.7	27.3	i
COCCn1c(-c2ccc(SC)cc2)nc2c1c(=O)[nH]c(=O)n2CC(C)C
→ 7.7	-24.7	i
Cc1ccc(-c2ccc(SCC(=O)N3CCc4ccccc43)nn2)cc1
→ 11.8	-6.8	i
O=C(NCC(c1ccco1)N1CCCCC1)c1cccnc1 (centres undefined)
→ 1.3	-15.9	.
CCOCC(=O)Nc1c(C(=O)Nc2ccc3c(c2)OCCO3)oc2ccccc12
→ 27.7	-35.0	i
CN(C)CCCN(C(=O)COc1ccccc1)c1nc2cc3c(cc2s1)OCCO3
→ -5.5	-24.0	i
CCN(CC(=O)NCc1ccc(Cl)cc1)C(=O)CSCC(=O)Nc1ccc(C)cc1
→ 16.0	-22.1	i
CC(=O)Nc1ccc(C(=O)COC(=O)c2cccs2)c(F)c1
→ 3.7	-2.6	.
CC1CC1C(=O)Nc1nc(-c2ccccc2)cs1 (centres undefined)
→ 6.4	-10.8	i
Cc1ccc(-c2nnn3c2nc(NC(C)C)c2ccccc23)cc1
→ 6.2	-21.0	i
COc1ccc(S(=O)(=O)N2CCCC2C(=O)Nc2nc3c(s2)CCCC3)cc1 (centres undefined)
→ 94.7*	44.7*	i
O=c1c(Cl)c(NCc2ccc(F)cc2)cnn1C12CC3CC(CC(C3)C1)C2
→ 1.5	-29.6	i
O=S(=O)([N-]c1nc2ccccc2nc1-[n+]1ccc(-c2ccncc2)cc1)c1ccccc1
→ 30.3	-4.3	i
Cc1ccc(S(=O)(=O)CC(=O)Nc2ccc(S(=O)(=O)Nc3onc(C)c3C)cc2)cc1
→ 8.2	-5.0	i
CC(C)[C@H]1CN(C)CCN1Cc1cn(C)nc1-c1cccc(Cl)c1
→ 26.5	-35.0	i
CC(C)/C=C1\CCCCC1N(C)C(=O)NC(C)C (centres undefined)
→ 40.3	-8.9	i

# Single entries from the entries so far.
# OX1R antag-1, `CC(C)/C=C1\CCCCC1N(C)C(=O)NC(C)C` (centres undefined) = 40.3
# OX1R antag-2, `Cc1nc2c(=O)n(-c3ccc(F)c(Cl)c3)nc(C)c2s1` = 6.0
# OX1R antag-1, `Cc1nc2c(O)cccc2cc1CO` = 14.9
# OX1R antag-2, `CCC[C@@H](CN1CCC[C@H]1CN1C(N)=NC[C@@H]1Cc1ccccc1)N1C[C@@H](Cc2ccccc2)N(CCCC2CCCC2)C1=N` = -17.9

# (more compounds)
# Each structure is followed by: OX1R antag-1	OX1R antag-2	CHT PAM
COc1ccc(CNCc2cc(C)c(OC)cc2C)c(OC)c1
→ 24.6	-20.1	i
CCN(CC)S(=O)(=O)c1ccc(OC)c(NC(=O)c2ccc(=O)[nH]c2)c1
→ 11.7	4.4	i
Cc1ccc(C23CC4CC(CC(C(=O)N5CCN(C)CC5)(C4)C2)C3)cc1
→ 13.6	-11.2	i
CC(=O)C1C(c2cccc(F)c2)NC(=O)NC1(O)C(F)(F)F (centres undefined)
→ 9.6	23.5	i
CC(=O)Nc1ccc(S(=O)(=O)N2CCN(C(=O)c3ccccc3F)CC2)cc1
→ 8.7	-8.2	i
CCCNC(=O)CCc1c(C)nc2nc(-c3cc(OC)cc(OC)c3)nn2c1C
→ 27.1	-23.3	i
NC(=O)C1CCN(C(c2ccccc2)c2nnnn2C2CCCC2)CC1 (centres undefined)
→ 30.8	-9.0	i
CC1CCCC(NC(=O)CCCn2ncn3c(cc4occc43)c2=O)C1C (centres undefined)
→ 8.3	-9.9	i
COC(=O)C1CSc2[nH]c(=O)sc2C1c1ccc(OC)c(OC)c1 (centres undefined)
→ -0.5	-16.5	i
Cc1ccc(NC(=O)COC(=O)C2CCN(c3ccc(C(F)(F)F)cn3)CC2)cc1C
→ 14.4	-29.1	i
COc1ccc(N(C)S(=O)(=O)c2ccc3c(c2)NC(=O)CC(=O)N3)c(OC)c1
→ 5.4	-5.4	i
Cc1c(NC(=O)c2cccc(NC(=O)c3ccco3)c2)cccc1C(=O)O
→ 3.1	1.4	i
Cn1nnc2cc(C(=O)Nc3cccnc3)ccc21
→ 12.1	2.5	6.69*
COc1cc2c(cc1OC)C(C1C(=O)CC(C)CC1=O)N(C(=O)CCl)CC2 (centres undefined)
→ 17.9	2.1	i
CC1CCCCC1NC(=O)C1CCC(CNS(=O)(=O)c2ccccc2)CC1 (centres undefined)
→ -6.9	-19.1	i
CCOC(=O)N1CCC(NC(=O)c2cccc3c2C(=O)N(CCOC)C3)CC1
→ -4.5	-28.8	i
Cc1cc(C)c2c(N)c(C(=O)Nc3ccc(F)cc3)sc2n1
→ 6.2	-11.3	i
O=C(COc1cccnc1[N+](=O)[O-])N1CCc2ccccc21
→ 16.3	-13.4	i
O=C1c2ccccc2-n2c1nc1ccccc1c2=O
→ 53.5*	12.5	i
C/C(=N\O)C1(C)N(O)C(C)(C)C(c2ccco2)=[N+]1[O-] (centres undefined)
→ 3.4	3.7	i
CCN1C(=O)[C@H]2[C@@H](c3ccc(-c4ccccc4)cc3)N3CCC[C@@]3(C(=O)OC)[C@H]2C1=O
→ 8.3	-12.0	i
CC(=O)Nc1ccc(S(=O)(=O)N2CCN(Cc3ccccn3)CC2)cc1
→ -0.4	5.2	i
O=C(CSc1nc2ncc(Cl)cc2[nH]1)NC1CCS(=O)(=O)C1 (centres undefined)
→ 23.7	-6.0	i
Cc1ccc2[nH]c(=O)c(COC(=O)C3CCCCC3)cc2c1
→ 14.3	-17.0	i
CCOC(=O)C1=C(N)OC2=C(C(=O)CC(C)(C)C2)C1c1ccco1 (centres undefined)
→ 8.6	4.0	i

# Shown with each value named: two of the compounds above.
Cn1nnc2cc(C(=O)Nc3cccnc3)ccc21
  OX1R antag-1: 12.1 | OX1R antag-2: 2.5 | CHT PAM: 6.69*

CC(=O)Nc1ccc(S(=O)(=O)N2CCN(C(=O)c3ccccc3F)CC2)cc1
  OX1R antag-1: 8.7 | OX1R antag-2: -8.2 | CHT PAM: i
